# NLRP3 yeast inh = blocks the NALP3 inflammasome reconstituted in yeast | 330,000 compounds, 0.39% hits | Yeast reconstituted NLRP3/ASC/caspase-1, beta-gal luminescence, 24 h | AID 2825 | inhibition, % at 10 µM;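 active = inhibition of 50% or more; inactive = inhibition below 50%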;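 also: plate controls were induced DMSO wells for no effect and uninduced yeast grown without galactose for full effect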
# NR3A LBD binder = NR3A (human) ligand-binding domain modulation. 340,000 compounds, 2.5% hits. NR3A LBD differential scanning fluorimetry, Tm shift; 0% = protein alone, 100% = glycine-bound protein. AID 1259313. Tm shift relative to glycine control, % at 25 µM;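 active = melting temperature shift of at least 10% of the positive control shift, at one fixed dose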
# UPR CHOP act = activators of apoptotic arm of unfolded protein response (CHOP). activation, % at 10 µM. CHO-CHOP luciferase reporter, UPR activation, luminescence; percent of tunicamycin response over DMSO baseline. AID 449763. 330,000 compounds, 0.34% hits;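 active = at 10 µM dose, activation of 40% or more, normalized to positive control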;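 also: 100% = tunicamycin at 10 µg/mL and 0% = DMSO alone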
#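 measured by = luciferase luminescence | assay system = CHO-CHOP cells, stable luciferase reporter of PERK-eIF2a-CHOP signalling | amount = 500 reporter cells seeded per well | timing = 6 h compound exposure at 37 °C after overnight seeding | controls = positive tunicamycin 10 µg/mL, negative DMSO alone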
# tim23-1 inh = inhibits growth of tim23-1 mutant yeast; S. cerevisiae tim23-1 growth, BacTiter-Glo luminescence, 24 h; inhibition, % at 20 µM; 330,000 compounds, 1.3% hits;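 active = growth inhibition of the mutant yeast at or above 50%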;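 also: temperature-sensitive mutant grown at 25 °C; plate controls were DMSO-treated mutant yeast for no effect and medium wells lacking yeast for full effect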
# Mdm2-MdmX inh = inhibitors of human Mdm2/MdmX interaction; O15151+Q00987; SaOS-2 split-luciferase Mdm2/MdmX complementation, luminescence; inhibition, % at 8 µM; 330,000 compounds, 3% hits; AID 485346;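 active = inhibition of at least 50% at 8 µM in the primary screen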
# Target sequence (O15151 whole entry, looked up): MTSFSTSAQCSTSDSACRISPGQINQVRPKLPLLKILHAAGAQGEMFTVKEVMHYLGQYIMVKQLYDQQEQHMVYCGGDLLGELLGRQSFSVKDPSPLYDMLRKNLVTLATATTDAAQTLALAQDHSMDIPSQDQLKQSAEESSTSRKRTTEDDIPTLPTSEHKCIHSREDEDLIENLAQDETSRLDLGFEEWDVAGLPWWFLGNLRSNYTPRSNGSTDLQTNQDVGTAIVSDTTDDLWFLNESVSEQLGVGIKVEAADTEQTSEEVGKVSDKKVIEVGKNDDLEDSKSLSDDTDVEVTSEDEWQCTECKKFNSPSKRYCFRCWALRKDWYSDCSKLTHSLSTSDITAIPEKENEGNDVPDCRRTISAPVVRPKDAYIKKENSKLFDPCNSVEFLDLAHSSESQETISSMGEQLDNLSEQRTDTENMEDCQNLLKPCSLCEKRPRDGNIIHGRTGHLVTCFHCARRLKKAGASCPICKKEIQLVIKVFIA
# Target sequence (Q00987 whole entry, looked up): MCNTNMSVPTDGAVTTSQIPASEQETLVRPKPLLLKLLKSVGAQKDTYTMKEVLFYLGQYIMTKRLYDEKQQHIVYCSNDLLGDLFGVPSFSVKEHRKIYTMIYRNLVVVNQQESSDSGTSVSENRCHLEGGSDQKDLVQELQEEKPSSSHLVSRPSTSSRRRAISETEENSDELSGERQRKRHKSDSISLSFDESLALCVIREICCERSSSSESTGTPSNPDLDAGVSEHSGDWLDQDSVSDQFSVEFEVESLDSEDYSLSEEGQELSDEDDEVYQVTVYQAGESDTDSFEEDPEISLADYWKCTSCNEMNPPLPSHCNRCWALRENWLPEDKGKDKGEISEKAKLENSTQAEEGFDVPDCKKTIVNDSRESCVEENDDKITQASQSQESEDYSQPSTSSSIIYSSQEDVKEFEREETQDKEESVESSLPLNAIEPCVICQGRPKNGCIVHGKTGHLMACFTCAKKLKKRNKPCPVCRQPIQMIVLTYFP
# APJ agonist = APJ receptor agonism. CHO-K1 APJ PathHunter beta-arrestin, luminescence; 0% DMSO wells, 100% apelin. activation, % at 20 µM. 330,000 compounds, 0.11% hits;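 active = activation more than six SD over the plate average, tested at 20 µM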;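 also: 0% = DMSO alone and 100% = apelin-13 at 10 nM; some results filed as inactive read as strong as hits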
#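 Incubation: overnight seeding, 90 min compound at 25 °C, 1 h detection; test system: PathHunter CHO-K1 APJ (AGTRL-1) beta-arrestin reporter cells; amount: 1000 cells/well; doses: one dose, 20 µM compound, 1% DMSO; measured by: beta-gal luminescence; measure: agonist-driven arrestin binding to APJ; benchmarks: negative DMSO alone, positive Apelin-13 at 10 nM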
# UPR XBP1 act = adaptive UPR (XBP1) activation | CHO-XBP1 luciferase reporter, IRE1-XBP1 UPR activation, luminescence; percent of tunicamycin response, DMSO as zero | activation, % at 20 µM | 330,000 compounds, 0.33% hits | AID 463104;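 active = versus positive control, 20 µM dose yields 30% or more activation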;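 also: 100% = tunicamycin at 10 µg/mL and 0% = DMSO only wells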
#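 Material: CHO cell line with stable XBP1 luciferase reporter; schedule: 16-18 h cell attachment at 37 °C, then 6 h compound exposure; signal: glow luminescence from Steady-Glo reagent; medium: serum-containing F12 medium, 10% FBS; benchmarks: tunicamycin 10 µg/mL and vehicle-only wells; read-out: percent activation relative to tunicamycin reference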
# tim10-1 inh = growth inhibitors of tim10-1 mutant yeast. S. cerevisiae tim10-1 ts strain growth, BacTiter-Glo, 24 h. inhibition, % at 20 µM. 330,000 compounds, 2.2% hits. AID 463190;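 active = inhibition of at least 40%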;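 also: mutant grown at 25 °C; 0% = DMSO wells with yeast and 100% = wells holding no yeast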
# TIM10 inh = inhibits growth of TIM10 yeast strain; S. cerevisiae TIM10 strain growth, BacTiter-Glo luminescence, 24 h; inhibition, % at 10 µM; 330,000 compounds, 1.4% hits; AID 463195;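 active = inhibition of 40% or more at the single tested concentration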;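 also: wild-type TIM10 isogenic control strain grown at permissive 25 °C; 0% = DMSO yeast wells and 100% = minimal medium wells without yeast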
# * marks the source's active call; other numbers are inactive results.
SMILES,NLRP3 yeast inh,NR3A LBD binder,UPR CHOP act,tim23-1 inh,Mdm2-MdmX inh,APJ agonist,UPR XBP1 act,tim10-1 inh,TIM10 inh
COc1ccc(N(CC(=O)Nc2cccc(C)c2)S(=O)(=O)c2ccc(C)cc2)cc1OC,7,1,-1.8,7,28,-1,-6,3,-4
O=C(NC(=S)N1CCc2ccccc21)c1ccccc1Cl,39,1,3.3,43,-29,-1,6,18,33
CSc1nnc(-c2ccco2)c(-c2ccco2)n1,8,1,-0.6,20,30,10,-1,21,11
COc1ccc(CCn2nnnc2C(c2ccccc2)N2CCN(C)CC2)cc1OC (stereo not drawn),1,10*,-0.4,39,10,-1,-2,7,-16
O=c1[nH]c(CSc2nc3ccccc3o2)nc2c1cnn2-c1ccccc1,11,-2,-1.5,19,14,-1,2,9,11
O=S(=O)(c1ccc(F)cc1)N1CCCC(c2nc(-c3ccc(F)cc3)no2)C1 (stereo not drawn),-38,2,2.1,33,0,-3,-4,29,18
CCc1ccc(N2C(=O)C3C(C2=O)N2CCCN2C3c2ccccc2)cc1 (stereo not drawn),15,-2,0.9,21,-6,-1,-3,17,0
C[C@@H](CN1C(=O)C(=O)NC[C@@H]1Cc1ccc(O)cc1)NC(=O)Cc1ccccc1,-4,-1,2.0,10,-2,3,-1,4,11
C=CCOc1c(Br)cc(/C=N/Nc2ccc(C(=O)O)cc2)cc1OCC,22,-1,8.3,29,34,-3,7,2,-11
CCC1=CC(c2ccccc2)n2ncnc2N1 (stereo not drawn),9,0,0.7,-19,23,4,-2,-20,-7
CCc1ccc(C(=O)C(C)OC(=O)c2cccc(S(=O)(=O)N3CCOCC3)c2)cc1 (stereo not drawn),14,1,0.9,29,-10,-5,-1,34,17
CCOC(=O)Cn1c(=O)oc2cc(S(=O)(=O)NCCC(C)C)ccc21,2,4,1.0,1,10,-2,-2,16,4
O=C(c1ccc(COc2ccc(Cl)cc2)cc1)N1CCCCC1,26,0,0.5,9,-32,-1,4,34,0
Cc1nn(CC(=O)NCCCN2CC(C)CC(C)C2)c(=O)c2cccn12 (stereo not drawn),13,1,-0.2,8,-13,-3,-4,17,-9
CCn1cc2c(c1-c1cccc(C)c1)c(=O)n(C)c(=O)n2C,-3,0,3.7,6,8,-4,0,2,5
CC1CSc2n(-c3cccc(C(F)(F)F)c3)cc(-c3ccccc3)[n+]21 (stereo not drawn),21,1,-0.3,4,14,-3,-2,0,-7
CCCCCc1cc(=O)oc2c(C(CCN3CCCCC3)c3ccc4c(c3)OCO4)c(OC)cc(OC)c12 (stereo not drawn),13,-9,7.8,35,93*,-1,3,27,27
Cc1c(C(=O)Nc2cccc3cccnc23)oc2ccccc12,8,1,7.9,3,4,-5,8,5,13
COc1ccc(S(=O)(=O)NCC(c2ccc3c(c2)OCO3)N2CCN(C)CC2)cc1OC (stereo not drawn),16,2,0.8,-22,16,-5,-5,-14,-9
O=C(COc1ccc2c3c(c(=O)oc2c1)CCCC3)N1C[C@H]2C[C@@H](C1)c1cccc(=O)n1C2,-4,0,2.1,-1,8,-5,0,-15,4
Cc1ccc(OCc2nc3ccccc3[nH]2)cc1,31,0,1.5,27,-164,-2,-1,-7,16
CCOC(=O)N1CCN(C(=O)CS(=O)(=O)c2cn(Cc3cccc(F)c3)c3ccccc23)CC1,0,-2,-1.9,-19,-2,-4,-3,-28,-8
CCOC(=O)N1CCN(CC(c2ccccc2)c2ccccc2)CC1,5,-2,1.6,15,-10,2,-5,6,-6
C[C@H](CO)N1C[C@H](C)[C@@H](CN(C)C(=O)NC2CCCCC2)Oc2ccc(NS(=O)(=O)c3cccs3)cc2C1=O,12,-3,1.9,15,15,-1,0,-5,6
COc1cc(/C=C2\CCC(C3CCCC3)C2=O)cc(OC)c1OC (stereo not drawn),11,-3,7.2,20,-13,-3,0,18,18
# Further records.
SMILES,NLRP3 yeast inh,NR3A LBD binder,UPR CHOP act,tim23-1 inh,Mdm2-MdmX inh,APJ agonist,UPR XBP1 act,tim10-1 inh,TIM10 inh
NC(=O)NC(=O)CN1C(=O)NC(c2ccccc2)(c2ccccc2)C1=O,3,0,-0.4,4,-6,-3,-2,2,13
C[C@H](CO)N1C[C@H](C)[C@@H](CN(C)Cc2ccc(Cl)c(Cl)c2)Oc2c(NS(=O)(=O)c3cccs3)cccc2C1=O,10,-3,-1.9,8,25,-3,-2,1,-2
Cc1ccc(NS(=O)(=O)c2cccc(C(=O)NCC(c3cccs3)N(C)C)c2)cc1 (stereo not drawn),7,-1,2.1,15,22,-1,-3,17,6
CCOc1ccccc1NC(=O)C(Sc1nnnn1C)c1ccccc1 (stereo not drawn),0,-1,0.1,27,9,-3,1,10,14
Cn1ncc([N+](=O)[O-])c1C(=O)Nc1ccc2c(c1)OCCO2,1,3,-2.2,1,34,0,-8,-14,-5
CCN(CC(=O)Nc1ccc(NC(C)=O)cc1)C(=O)/C=C/c1cccs1,-2,0,0.3,6,9,-8,3,5,4
CN(Cc1cccc(F)c1)C(=O)Cc1ccc(S(=O)(=O)N2CCOCC2)s1,8,5,1.4,10,20,4,0,0,2
CSC1=C(C#N)C(c2ccc(C)s2)CC(=O)N1 (stereo not drawn),-3,3,-0.6,15,26,-6,-2,20,-1
N#Cc1cnc2nc(SCc3ccccc3)nn2c1,26,5,1.3,38,-41,-4,2,17,20
Cc1cc(C(=O)COC(=O)Cc2ccc(Cl)cc2)c(C)n1C,13,-2,1.6,16,17,-4,-1,2,-12
CSc1ccccc1C(=O)C1CCCN(C(=O)c2csnn2)C1 (stereo not drawn),9,-1,4.8,10,8,-3,0,10,7
Cc1nonc1NC(=O)CSc1nc(C2CCCCC2)nc2ccccc12,0,-6,0.0,29,40,0,-3,22,4
CC(=O)NCC1CCCN(C(=O)c2ccc(OC3CCN(Cc4ccccn4)CC3)cc2)C1 (stereo not drawn),10,1,-0.7,12,2,-4,-7,6,3
CCCCNC(=O)c1onc(CSc2cccc(OC)c2)c1C(=O)O,5,3,-1.7,-14,15,9,-1,4,-2
O=C1N[C@@H](Cc2ccccc2)COC(=O)[C@@H](Cc2ccc(F)cc2)C/C=C\C[C@@H]1CC(=O)N(CCO)Cc1ccccc1,22,-8,5.5,1,29,-1,3,8,-9
CC(C)CSc1nc2ccccc2c(=O)[nH]1,11,0,-0.8,0,16,-5,2,-35,-19
O=C(Nc1ccccc1)N1CCc2scc[n+]2-c2ccccc21,7,1,1.2,11,-11,-4,-1,9,19
Cn1cccc1C(=O)/C(C#N)=C/c1ccc(F)cc1,3,4,4.2,39,-30,1,0,22,25
Cc1cccc(NC(=O)c2cccc3c2C(=O)c2ccccc2-3)c1,6,-3,1.2,3,9,-1,3,16,9
CC(=O)c1ccc(NC(=O)c2cc(=O)[nH]c3ccccc23)cc1,9,2,-1.2,-4,-2,1,1,-3,-13
COc1ccc(-c2onc(C)c2-c2cnn(-c3ccccc3)c2)c(O)c1,17,-6,2.1,4,29,-4,-2,2,20
COc1ccc(C(=O)NCC(=O)OCC(=O)NCc2ccc3c(c2)OCO3)cc1,7,1,-0.9,3,13,-4,-1,-10,-4
CCCc1nc2c(sc3nc4c(cc32)COC(C)(C)C4)c(=O)n1Cc1ccco1,0,1,-0.5,44,26,-1,0,40,33
Cc1ccc(C)c(OCCOCCN2CC(C)OC(C)C2)c1C (stereo not drawn),21,1,-0.4,-1,2,-3,1,-22,-39
CCCN(CCC)C(=O)CSc1nc2c(sc(=S)n2-c2ccc(OCC)cc2)c(=O)[nH]1,19,-16,-0.1,21,20,0,-7,15,2

# Brought forward from above: four entries, then new ones.
SMILES,NLRP3 yeast inh,NR3A LBD binder,UPR CHOP act,tim23-1 inh,Mdm2-MdmX inh,APJ agonist,UPR XBP1 act,tim10-1 inh,TIM10 inh
COc1ccc(C(=O)NCC(=O)OCC(=O)NCc2ccc3c(c2)OCO3)cc1,7,1,-0.9,3,13,-4,-1,-10,-4
CCCc1nc2c(sc3nc4c(cc32)COC(C)(C)C4)c(=O)n1Cc1ccco1,0,1,-0.5,44,26,-1,0,40,33
Cc1ccc(C)c(OCCOCCN2CC(C)OC(C)C2)c1C (stereo not drawn),21,1,-0.4,-1,2,-3,1,-22,-39
CCCN(CCC)C(=O)CSc1nc2c(sc(=S)n2-c2ccc(OCC)cc2)c(=O)[nH]1,19,-16,-0.1,21,20,0,-7,15,2
CC(C)CC(=O)Nc1ccccc1N1CCN(c2ccc(F)cc2)CC1,3,1,-0.7,17,1,-4,-5,4,13
CCOc1ccc(-c2c(=O)n(OCc3nc4ccccc4[nH]3)c3ccccc3[n+]2[O-])cc1,23,-1,5.6,10,-7,-2,7,17,22
CC1=Nc2ccccc2/C1=C\c1nc(-c2ccc(C(F)(F)F)cc2)oc1O,13,27*,-0.6,13,-2,-2,21,22,12
CCOC(=O)c1ccccc1NC(=O)COC(=O)C1CCCC1,9,4,2.1,24,17,1,-2,26,12
O=C(C1CCCC1)N1CCC(CC2CC(c3ccc(Cl)cc3)=NO2)(C(=O)NCC2CCCCC2)CC1 (stereo not drawn),4,0,1.3,26,17,3,-5,15,6
Cc1cc(C)cc(N(CCC#N)C(=O)COC(=O)Cn2[nH]c(=O)c3ccccc3c2=O)c1,8,0,-2.0,10,8,-2,-3,15,9
CC(/C=C/c1ccccc1)=N\NC(=O)c1cc(C)[nH]n1,5,0,-0.1,-11,-36,2,2,-3,9
O=C(CN1C(=O)NC2(CCCC2)C1=O)Nc1ccccc1,-1,-2,-0.2,0,22,-1,0,1,-8
Cc1cccc(N2C(=O)CC(N3CCN(Cc4ccc5c(c4)OCO5)CC3)C2=O)c1 (stereo not drawn),20,-1,-0.6,7,20,-2,0,3,-21
Cc1ccccc1Nc1nnc(SCC(=O)NC2CCCc3ccccc32)s1 (stereo not drawn),4,-2,3.5,28,-5,0,-1,28,2
CCOCCCNCC(=O)Nc1ccccc1N1CCOCC1,18,0,0.9,16,1,-1,0,0,0
O=C(NC(Cc1ccccc1)c1nc2ccccc2[nH]1)C1CC(=O)N(c2ccc3c(c2)OCCO3)C1 (stereo not drawn),10,-2,-2.3,-14,-4,-1,-2,12,5
Cc1ccc(CNc2nc(-c3cccs3)nc3ccccc23)cc1,17,-3,-0.4,31,24,-3,0,38,13
CCCCC(=O)NS(=O)(=O)c1ccc(N=NN2CCCCC2)cc1,7,-5,2.8,17,-1,0,0,4,3
NNC(=S)NC1CCS(=O)(=O)C1 (stereo not drawn),3,1,-0.3,17,12,-2,1,-16,-11
O=C(NC(=O)N1CCN(C(c2ccccc2)c2ccccc2)CC1)c1ccccc1,5,-2,0.3,25,21,-6,-4,-3,-2

# 2 compounds picked at random from the list so far, as already listed:
SMILES,NLRP3 yeast inh,NR3A LBD binder,UPR CHOP act,tim23-1 inh,Mdm2-MdmX inh,APJ agonist,UPR XBP1 act,tim10-1 inh,TIM10 inh
Cn1ncc([N+](=O)[O-])c1C(=O)Nc1ccc2c(c1)OCCO2,1,3,-2.2,1,34,0,-8,-14,-5
C=CCOc1c(Br)cc(/C=N/Nc2ccc(C(=O)O)cc2)cc1OCC,22,-1,8.3,29,34,-3,7,2,-11
